Screens as filed in PubChem.
KDM4E inh: qHTS Assay for Inhibitors of Human Jumonji Domain Containing 2E (JMJD2E); 230,000 compounds, 1.6% hits; AID 2147, 2009; Lysine-specific demethylase 4E (Homo sapiens), B2RXH2; JMJD2E catalytic domain, FDH-coupled NADH fluorescence (FDH is formaldehyde dehydrogenase); Potency, µM (titrated, usually from 57.1 µM), without a hit: at the top dose activity change, negative = inhibition, usual class: inhibitors; active means well fitted inhibition curve with a large enough effect, not every such curve was filed as active; inconclusive means small, poorly fitted or top-dose-only effect, or another doubt; inactive means no such curve, though single readings can be large or run the other way;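 further: 0% = wells with enzyme and -100% = buffer wells without enzyme; nearly all actives have a fitted effect of over 50% in size; many of its hits are not listed in these tables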
Target sequence (B2RXH2 1-337 limits assumed): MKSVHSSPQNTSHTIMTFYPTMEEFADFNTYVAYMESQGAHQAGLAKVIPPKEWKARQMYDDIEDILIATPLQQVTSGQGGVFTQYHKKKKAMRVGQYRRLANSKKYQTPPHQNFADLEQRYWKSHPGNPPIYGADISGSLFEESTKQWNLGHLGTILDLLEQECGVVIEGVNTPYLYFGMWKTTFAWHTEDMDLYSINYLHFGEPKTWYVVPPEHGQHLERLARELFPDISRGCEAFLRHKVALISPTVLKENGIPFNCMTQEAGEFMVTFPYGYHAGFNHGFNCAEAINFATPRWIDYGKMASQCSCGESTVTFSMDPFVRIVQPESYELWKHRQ
SMN2 splice enh: qHTS Assay for Enhancers of SMN2 Splice Variant Expression | HEK293 SMN2-luciferase splicing reporter, luminescence, 30-36 h | Potency, µM (highest dose often 46.1 µM), inactives show top-dose activity change, positive = activation, most hits filed as activators | 210,000 compounds, 2.8% hits | AID 1458, 2008; further: % of control where 0% means no effect; nearly all actives have a fitted effect of over 55% in size
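HEK293 cells carry an SMN2 […]–luciferase reporter in which exon 7 inclusion puts luciferase in frame. Cells were plated 10-12 h before compound addition, then incubated 30-36 h at 37C. ONE-Glo luminescence was read; sodium butyrate at 4.5 mM final served as control.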
RECQ1 helicase: qHTS Assay for Inhibitors of RecQ-Like Dna Helicase 1 (RECQ1); ATP-dependent DNA helicase Q1 (Homo sapiens), P46063; RECQ1 DNA unwinding, red fluorescence kinetic read; Potency, µM (doses to about 57.3 µM), inactives show at the highest dose activity, negative = inhibition, usual class: inhibitors; 240,000 compounds, 0.54% hits; AID 2549, 2010;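 further: plate controls were vehicle for no effect and no enzyme for full effect; nearly all actives have a fitted effect of over 30% in size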
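50 nM RECQ1T1 preincubated 15 min with compound in Tris pH 8.0 buffer with MgCl2, DTT, Tween-20 and 2.5 ug/ml poly(dI-dC); started with 200 nM TAMRA/BHQ-2 forked duplex and 2 mM ATP. Unwinding read as fluorescence (525/598 nm), two reads 2 h apart.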
TR SRC2 fluor cs: Total Fluorescence Counterscreen for Inhibitors of the Interaction of Thyroid Hormone Receptor and Steroid Receptor Coregulator 2. TRb/SRC2 Texas Red total fluorescence interference. Potency, µM (highest dose often 106 µM), without a hit: top-dose fluorescence change, negative = quenching. 280,000 compounds, 0.29% hits; active means well fitted curve in either direction with a large enough effect; inconclusive means small, poorly fitted or top-dose-only effect; further: on the % scale 0 is the no-effect control and ±100 the full control effect
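Human TRb ligand-binding domain at 0.6 uM with 20 nM Texas Red SRC2 peptide in Tris buffer containing 1 uM T3 and 5% DMSO, incubated with compound 5 h at ambient temperature. Total fluorescence (555/632 nm) calculated as parallel + 2 × perpendicular.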
LMNA splice mod: qHTS Assay for Modulators of Lamin A Splicing; HeLa LMNA splicing GFP/RFP minigene ratio, 48 h; Potency, µM (top dose mostly 46.1 µM), inactives show at the top dose ratio change, negative = inhibition, actives largely listed as inhibitors; 200,000 compounds, 0.01% hits; active means well fitted inhibition curve with a large enough effect in the signal ratio, with a control signal flat, not every such curve was filed as active; inconclusive means small, poorly fitted or top-dose-only effect, or effect the other way, or a change in a side signal; the % refers to the signal ratio; further: on the % scale 0 is the no-effect control and ±100 the full control effect
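Read-out is the ratio of GFP to DsRed2 object intensity, acquired by 488 nm laser-scanning cytometry on HeLa lamin A-EGFP minigene reporter cells. Compound incubation 48 hrs at 37 °C in Opti-MEM with 2% FBS; DMSO 0.5% final.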
TRb SRC2 PPI: qHTS for Inhibitors of the Interaction of Thyroid Hormone Receptor and Steroid Receptor Coregulator 2. Thyroid hormone receptor beta (Homo sapiens), P10828. TRbeta-SRC2 peptide binding, fluorescence polarization; receptor liganded with 1 µM T3. Potency, µM (top dose mostly 106 µM), for the others: top-dose activity change, negative = inhibition, most hits filed as inhibitors. 280,000 compounds, 0.065% hits. AID 1469, 2008;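 further: plate controls were bound peptide for no effect and peptide without receptor for full effect; nearly all actives have a fitted effect of over 50% in size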
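Quantitative HTS by FP: 0.6 uM TRb LBD, 20 nM labeled SRC2 20-mer, 1 uM T3, 5% DMSO; 5 hr ambient incubation; % activity per concentration and potencies from concentration series.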
ALDH1A1 block: qHTS Assay for Inhibitors of Aldehyde Dehydrogenase 1 (ALDH1A1) | Aldehyde dehydrogenase 1A1 (Homo sapiens), P00352 | Purified ALDH1A1, NADH fluorescence, propionaldehyde substrate | Potency, µM (top dose mostly 75.3 µM), for the others: at the highest dose activity, negative = inhibition, actives largely listed as inhibitors | 220,000 compounds, 7.3% hits | AID 1030, 2008; active means well fitted inhibition curve with a large enough effect, not every such curve was filed as active; inconclusive means small, poorly fitted or top-dose-only effect, or another doubt; inactive means no such curve, though single readings can be large or run the other way;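 further: plate controls were no enzyme wells and a reference inhibitor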
RGS12 GoLoco inh: qHTS Assay for Inhibitors of RGS12 GoLoco Motif Activity (Red Fluorophore); Potency, µM (series often up to 61.6 µM), for the others: at the top dose activity, negative = inhibition, hits mostly inhibitors; Gai1:RGS12 GoLoco peptide FP, rhodamine, 10 min; 230,000 compounds, 0.44% hits; active means well fitted inhibition curve with a large enough effect, not every such curve was filed as active; inactive means no such curve, though single readings can be large or run the other way; further: on the % scale 0 is the no-effect control and ±100 the full control effect; nearly all actives have a fitted effect of over 30% in size; many of its hits are not listed in these tables
Target sequence (P63096 whole entry, looked up): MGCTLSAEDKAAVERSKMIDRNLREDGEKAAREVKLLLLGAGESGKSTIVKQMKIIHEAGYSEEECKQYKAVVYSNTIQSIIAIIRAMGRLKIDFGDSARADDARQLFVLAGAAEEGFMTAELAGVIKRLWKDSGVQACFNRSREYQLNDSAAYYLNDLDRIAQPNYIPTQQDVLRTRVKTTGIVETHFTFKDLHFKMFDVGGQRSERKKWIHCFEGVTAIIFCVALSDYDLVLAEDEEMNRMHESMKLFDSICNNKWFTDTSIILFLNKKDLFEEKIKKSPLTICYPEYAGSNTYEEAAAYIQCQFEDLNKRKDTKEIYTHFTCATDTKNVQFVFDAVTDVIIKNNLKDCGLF
Numbers without * were called inactive; i = inactive; ? = inconclusive; . = not tested or not shown; & = joins results of further samples; [ ] = another dose, or the depositor's remark. Unless noted, the call rests on the fitted dose curve; in most records, active means well fitted curve in the direction sought with a large enough effect; inconclusive means small, poorly fitted or top-dose-only effect, or another doubt; inactive means no such curve, though single readings can be large; an effect the other way counts as inactive or inconclusive. Potency means the concentration at half of the fitted maximal effect. A portion of the library. The share of hits here may be higher or lower than overall.

SMILES	KDM4E inh	SMN2 splice enh	RECQ1 helicase	TR SRC2 fluor cs	LMNA splice mod	TRb SRC2 PPI	ALDH1A1 block	RGS12 GoLoco inh
Cc1nc2ccccn2c1-c1ccnc(=S)[nH]1	0%	.	i	1%	.	-6%	?	24%
CCN(CC)C(=O)CC(c1cc(OC)c(OC)c(OC)c1)c1c(OC)cc(OC)c2c(-c3ccccc3)cc(=O)oc12 (stereo not drawn)	-4%	.	22µM*	-1%&-1%	.	4%&-3%	.	5%
COc1cc(Br)c(Br)c(Br)c1N	-6%	.	2%	0%	.	2%	.	6%
Cc1cc(OCC(=O)Nc2ccc(F)c(F)c2)nc(C(C)C)n1	4%	10%	-4%	-7%	-10%	-7%	25µM*	4%
O=C(O)/C=C/C(=O)NCCCc1ccccc1	0%	.	i	1%	.	1%	-5%	-3%
CCc1ccc2c(CN3CCc4cc(OC)c(OC)cc4C3)cc(=O)oc2c1	?	-27%	-2%	-1%	-22%	-4%	?	-7%
COc1cc(SC)ccc1C(=O)Nc1ccccc1	-6%	?	i	0%	-9%	-12%	-15%	-20%
COc1cccc(CNC(=O)CN2CCC(c3nc4ccc(C)cc4[nH]3)CC2)c1	13%	3%	i	-2%	9%[46 µM]	2%	4%	7%
CN(C)/C=N/c1nc2nccc(-c3ccc(Cl)cc3)n2n1	?	6%	-9%	-2%	?	2%	?	10%
Cc1onc(-c2ccccc2)c1C(=O)N1CCN(C)CC1	1%	8%	-4%	-2%	0%	-6%	11%	4%
COc1ccc(CC/C(=N\O)C2(O)CCCCC2)cc1	-2%	-4%	-4%	-1%	12%	2%	-10%	2%
O=C(Cn1[nH]c(=O)c2ccccc2c1=O)OCC(=O)N1CCc2ccccc2C1	0%	-3%	-2%	-1%	3%	-7%	1%	-1%
CCCCCCC[N+](CC)(CC)CCCCc1ccc(Cl)cc1	2%[25.5 µM]	-25%[20.6 µM]	-6%[25.9 µM]	1%[53 µM]	?	1%[53 µM]	18%[20.9 µM]	0%[21.6 µM]
COc1ccc2cc3c(N)nn(C(=O)Cc4c[nH]c5ccccc45)c3nc2c1	2%	.	-17%	-1%	.	0%	.	14%
Cc1cc(C)c(-n2nnnc2SCC(=O)c2cccs2)c(C)c1	4%	.	i	1%	.	-1%	.	2%
CCNC(=S)Nc1ccc(S(=O)(=O)Nc2cc(C)nc(C)n2)cc1	1%	2%	-4%	1%	-7%[46 µM]	-5%	-3%	-1%
COC(=O)CCS(=O)(=O)c1ccc(Cl)cc1	7%	-1%	-9%	-1%	14%	3%	9%	29%
C=CCN(c1ccc(C(=O)Nc2ccc(NC(C)=O)cc2)cc1)S(C)(=O)=O	-2%	.	i	-2%	.	-4%	3%	0%
COc1ccc2nc(C)cc(SCC(=O)O)c2c1	?	2%	9%	0%&-3%	7%&1%	-8%&-18%	-5%&-8%	1%&5%
CCc1ccc(-n2c(=O)c3ccccc3n(CC(=O)NCc3ccco3)c2=O)cc1	-11%	-19%	-5%	0%	4%[46 µM]	-4%	7%	-1%
Cc1ccccc1N1C(=S)NC2c3ccccc3OC1(C)C2C(=O)N(C)C (stereo not drawn)	-2%	-17%	-38%	-2%	-12%[46 µM]	-1%	-14%	0%
COC(=O)Cc1c(C)nc2nc(NCc3ccccc3OC)[nH]n2c1=O	-10%	-6%	i	-1%	9%	-8%	4%	10%
COc1ccc(Nc2ccc(N3C(=O)CC(C)C3=O)cc2[N+](=O)[O-])cn1 (stereo not drawn)	-14%	-23%	-4%	-1%	.	-9%	?	50%[activator]
Cc1ccc(/C=N/n2c(-c3ccncc3)n[nH]c2=S)cc1	-5%	-30%	0%	1%	1%	-1%	?	-8%
COC(=O)[C@@]1(Cc2ccc(OC)cc2)[C@H]2c3cc(C(=O)N4CCCC4)n(CCN4CNCC4=O)c3C[C@H]2CN1C(=O)c1ccccc1	-27%	-12%	3%	-1%	.	-6%	-4%	12%
COc1ccc(CCNC(=O)CSCc2ccc(F)cc2)cc1OC	-3%	-13%	-6%	-3%	-6%	-5%	5%	-11%
COc1ccc(OC)c(C(=O)c2ccc(C(=O)N3CCN(Cc4csc(C)n4)CC3)cc2)c1	-13%	-29%	i	-2%	.	-1%	?	11%
CC(C)CN1CCN(Cc2nc(C(C)C)cs2)CC1CCO (stereo not drawn)	0%	.	-5%	-3%	.	-3%	?	-1%
CCc1nnc(N2C(=O)c3ccccc3C2(O)c2ccccc2)s1 (stereo not drawn)	?	.	-2%	-1%	.	-10%	.	4%
COc1ccc(Cl)cc1C(=O)CSc1nnnn1C	5%	.	i	1%[53 µM]	-7%[46 µM]	8%[53 µM]	-1%	13%
COc1ccc(CC(=O)O)cc1O	9%	.	-13%	-1%	.	-7%	2%	6%
O=C(Nc1ccc(N2CCN(C(=O)c3ccccc3)CC2)cc1)c1ccc([N+](=O)[O-])o1	-26%	.	15%	0%	?	1%	11µM*	-12%
CC(C)(C)c1cnnn1-c1ccc(NC(=O)c2ccc3c(c2)OCO3)cc1	-3%	0%	-2%	-2%	-12%	-21%	12µM*	9%
Cc1c(C(=O)O)sc(=S)n1-c1ccccc1	-14%	.	i	-1%	4%	-12%	-7%	.
CSc1nc(C)cc(C)c1C(N)=O	-1%	11%	i	0%	-3%	1%	-2%	-20%
Cc1cnn(C(=S)NCCc2ccccc2)c1	2%	?	-17%	-5%	11%	3%	?	10%
CC1(C)CC(=O)C2=C(C1)N(c1ccccc1)C(=O)CC2c1ccc(O)cc1 (stereo not drawn)	4%	8%	-4%	-3%	.	-8%	0%	3%
O=C(CCSc1ccccc1)N1CCN(C(=O)c2ccco2)CC1	5%	.	2%	-3%	10%	7%	22µM*	0%
COc1ccc(-c2[nH]ncc2C=O)cc1OC	8%	20%	-11%	-7%	?	2%	6%	-12%
COc1ccc(N2C(=O)CC(N3CCC(O)(c4ccc(Cl)cc4)CC3)C2=O)cc1 (stereo not drawn)	-1%	.	14%	0%	3%	-5%	?	8%
CCOC(=O)c1[nH]c(C)c(C(=O)OCC(=O)N2c3ccccc3CC2C)c1C (stereo not drawn)	0%	-12%	-13%	2%	-2%	-1%	12%	1%
COC(=O)CCCCC1SCC2NC(=O)NC21 (stereo not drawn)	-4%	.	1%	3%	.	-3%	11%	5%
c1ccc(-c2noc(-c3cccc4ccccc34)n2)cc1	?	11µM*	-8%	3%	-6%	7%	?	-9%
O=C(CSc1nc2ccccc2[nH]1)Nc1nc(-c2ccccc2)c(-c2ccccc2)o1	?	7%	-12%	-1%	?	-14%	?	9%
O=S(=O)(c1cccc(C(F)(F)F)c1)N1CCCC1c1cccnc1 (stereo not drawn)	2%	.	-2%	-3%	.	6%	-11%	5%
Cc1ccc(C)c(NC(=O)CSc2nc3c(oc4ccccc43)c(=O)n2-c2ccccc2)c1	6%	.	-4%	-4%	-10%	0%	?	.
COc1ccccc1NS(=O)(=O)c1ccc(C)c(NC(=O)NCCCl)c1	?	.	-4%	-2%	.	2%	.	1%
CCOC(=O)Cc1csc(NC(=O)CSc2nnc3ccccn23)n1	12%	3%	i	1%	-5%[46 µM]	3%	3%	3%
CC1(C)Cc2c(sc(/N=C/N3CCOCC3)c2C#N)C(C)(C)N1	5%	-12%	-11%	-2%	3%	-6%	7%	-2%
CCC(Cc1ccccc1)NC(=O)Cn1ncc2ccsc2c1=O (stereo not drawn)	5%	6%	i	-3%	.	-5%	9%	-1%
COc1ccc(-n2c(=O)c3c(C)c(C)sc3n(Cc3cccc(F)c3)c2=O)c(OC)c1	1%	2%	-10%	2%	5%[46 µM]	-3%	5%	4%
O=C(CN1CCN(S(=O)(=O)c2ccc(Br)cc2)CC1)Nc1ccc2c(c1)OCCO2	8%	3%	-9%	1%	-9%	-2%	25µM*	-6%
Cc1ccc(-n2nc3ccc(NC(=O)c4ccco4)cc3n2)cc1	?	1%	-10%	-8%	21%	-4%	?	12%
Cc1c(NC(=O)Nc2ccccc2Cl)sc(=S)n1C	0%	-11%	i	1%	2%	-17%	?	-1%
Cc1cccc(C)c1NC(=O)COC(=O)c1c2c(nc3ccccc13)/C(=C\c1ccc3c(c1)OCO3)CCC2	?	2%	-4%	1%	12%	1%	?	14%
O=C(Nc1ccc(F)c(Cl)c1)Nc1cnccn1	1%	-1%	20%	-1%	.	-3%	-1%	2%
COc1ccccc1CC(=O)NCC(c1ccco1)N1CCCCC1 (stereo not drawn)	-3%	3%	-8%	-2%	-8%[46 µM]	-1%	2%	23%
Cc1onc(-c2ccccc2Cl)c1C(=O)NC(=S)NCC(=O)c1ccccc1	-16%	-16%	15%	0%	.	-4%	?	7%
CCCCCCCNC(=O)COc1ccc2c(c1)C(=O)CC(C)(C)O2	?	-12%	-3%	-4%	11%	7%	?	6%
CCCCCN1CC(O)=C(c2nc3ccccc3[nH]2)C1=N	13%	23%	-7%	-1%	?	8%	-1%	4%
O=c1c2ccccc2nc2ccc(NCc3ccco3)nn12	?	14µM*	0%	0%	?	-11%	?	25%
